Source: PubChem (Johns Hopkins Ion Channel Center)
Kir21 block: Kir2.1 (mouse) channel inhibition. hit rate 0.85% among 310,000. B-score at 10 µM. P35561. HEK293-Kir2.1, FluxOR thallium flux fluorescence; active compounds read low. AID 1672;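 active = fluorescence ratio B-score at or below minus 3 SD of library scores, with starting-brightness B-score within 2 SD, cut at about -4.2 in these data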;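 note: channel flux triggered by added potassium and thallium sulfate stimulus; B-score of peak minus minimum fluorescence over baseline after thallium stimulus; more negative B-score means stronger Kir2.1 block with less thallium influx; some compounds called inactive have numbers as strong as hits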
Target sequence (P35561 whole entry, looked up): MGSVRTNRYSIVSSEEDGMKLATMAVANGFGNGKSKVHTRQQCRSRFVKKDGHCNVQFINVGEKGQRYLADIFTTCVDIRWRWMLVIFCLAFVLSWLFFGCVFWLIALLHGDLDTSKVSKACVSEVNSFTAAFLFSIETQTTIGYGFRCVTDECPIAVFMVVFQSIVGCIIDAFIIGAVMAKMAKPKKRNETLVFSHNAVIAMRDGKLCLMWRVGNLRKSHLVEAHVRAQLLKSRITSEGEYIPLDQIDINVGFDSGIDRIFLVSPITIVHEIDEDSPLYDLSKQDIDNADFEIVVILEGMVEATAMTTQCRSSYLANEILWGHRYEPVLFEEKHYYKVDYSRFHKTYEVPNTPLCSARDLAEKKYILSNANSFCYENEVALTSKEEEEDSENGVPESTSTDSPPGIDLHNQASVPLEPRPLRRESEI
CHT block: inhibitors of human choline transporter CHT; hit rate 0.86% among 310,000; CHT-expressing cells, membrane potential dye, choline response; active compounds read low; Q9GZV3; B-score at 10 µM;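 active = B-score over 3 SD under the library average, and starting fluorescence ratio not unusually high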;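 note: choline stimulus applied at its EC90 after an EC20 pre-addition; B-score computed on integrated fluorescence ratio after choline addition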
Target sequence (Q9GZV3 whole entry, looked up): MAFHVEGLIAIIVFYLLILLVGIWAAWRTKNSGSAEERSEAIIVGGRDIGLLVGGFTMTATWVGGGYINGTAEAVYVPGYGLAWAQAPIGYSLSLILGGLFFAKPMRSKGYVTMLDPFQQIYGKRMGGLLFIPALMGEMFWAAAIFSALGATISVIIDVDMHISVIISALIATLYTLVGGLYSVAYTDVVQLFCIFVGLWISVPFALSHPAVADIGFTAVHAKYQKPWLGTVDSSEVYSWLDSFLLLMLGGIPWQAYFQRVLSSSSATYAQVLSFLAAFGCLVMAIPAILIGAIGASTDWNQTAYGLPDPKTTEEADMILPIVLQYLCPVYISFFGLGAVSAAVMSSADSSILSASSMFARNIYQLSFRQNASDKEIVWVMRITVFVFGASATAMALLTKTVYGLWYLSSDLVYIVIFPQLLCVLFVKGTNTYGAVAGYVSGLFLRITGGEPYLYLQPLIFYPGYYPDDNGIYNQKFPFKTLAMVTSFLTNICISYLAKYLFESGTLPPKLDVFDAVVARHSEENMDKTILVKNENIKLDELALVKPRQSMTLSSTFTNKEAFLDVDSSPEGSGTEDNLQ
Numbers without * were called inactive; i = inactive; . = no result given. Compounds were not picked by outcome; any-hit rate near 1.6%.

Kir21 block	CHT block	molecule
-1.3	i	Cn1c(=O)c(=O)n(C)c2cc(S(=O)(=O)N3CCC(N4CCCCC4)CC3)ccc21
0.25	i	CN(CC(=O)Nc1n[nH]c(=S)s1)S(=O)(=O)c1cccc2cccnc12
3.1	i	CC(=O)c1cc2c(=O)c3ccccc3oc2nc1C
0.39	i	CC(C)(C)NC(=O)CSc1nnc(NC(=O)c2ccccc2Cl)s1
-4.5*	i	c1csc(C2Nc3ccccc3-c3nc4ccccc4n32)c1 (stereo not given)
0.4	i	Cc1nn(C)c(C)c1NS(=O)(=O)c1ccc(OC(F)(F)F)cc1
-0.06	i	Cc1ccc(C)c(N2CC(C(=O)Nc3cc(C)on3)CC2=O)c1 (stereo not given)
-0.03	i	COc1ccc(N(CC(=O)N2CCc3ccccc3C2)S(=O)(=O)c2c(C)[nH]c(=O)[nH]c2=O)cc1
-0.74	i	CCOc1cc(N2CCOCC2)c(OCC)cc1NC1=NCCCCC1
0.52	i	Cc1ccc2nc(C)cc(Cl)c2c1
-0.91	i	N#Cc1c(NC(=O)c2ccccc2)sc2c1CCC2
-0.19	i	CCOC(=O)Cc1c(C)nc(-c2ccccc2)[nH]c1=O
0	i	O=C(Nc1ccc2oc(-c3cccc(F)c3)nc2c1)c1ccccc1F
0.29	i	COc1ccccc1CCn1cnc2c3cc(C)ccc3n(C)c2c1=O
-0.71	i	Fc1ccc2nc(Nc3ccccc3)sc2c1
2	i	CCc1ccc(NC(=O)CN(C(=O)N2CCN(CC)CC2)S(=O)(=O)c2ccc(C)cc2)cc1
-1.7	i	Cc1ccc(S(=O)(=O)N2CCN(Cc3nc4ccccc4[nH]3)CC2)cc1C
-0.88	i	Cc1ccc2[nH]c(=O)c(COC(=O)c3ccccn3)cc2c1
-2	i	Cc1ccc(C)c(NC(=O)CN(C)C(=O)c2cccc(S(=O)(=O)N(C)C)c2)c1
-0.04	i	COc1ccc(NC(=O)c2ccco2)cc1S(=O)(=O)N1CCOCC1
1.8	i	CCOC(=O)C1=C(C)NC2=C(C(=O)CC(C)(C)C2)C1c1ccc2c(c1)CCCN2C (stereo not given)
0.81	i	CCCC(C(=O)NC1CCCC1)N(CCCN1CCOCC1)C(=O)c1snc(C(N)=O)c1N (stereo not given)
-0.01	i	O=C(Cc1ccccc1)Nc1nc(=O)c2ccccc2s1
1.1	i	Cc1ccc(C(=O)Nc2ccc3c(c2)nc2n3CCSC2)cc1
0.02	-5.2*	Cc1cccc(NC(=O)NCc2ccc3c(c2)OCO3)c1C
0.02	i	O=C(O)C1Nc2ccc(C(F)(F)F)cc2C2OCCC12 (stereo not given)
0.4	i	COc1cccc(NC(=O)N2CCCC2C(=O)NC23CC4CC(CC(C4)C2)C3)c1 (stereo not given)
-1.6	i	COC(=O)c1ccccc1NC(=O)c1cn(-c2ccc(C)c(C)c2)c(=O)c2ccccc12
-2.3	i	CN(C)CCCNC(=O)/C=C/c1ccc(OCc2c(F)cccc2Cl)cc1
-4.7*	i	O=C(CCCN1C(=O)/C(=C/c2ccc(F)cc2)SC1=S)NCCCn1ccnc1
0.17	i	COc1ccc(CC(=O)NNC(=O)c2ccc(NC(C)=O)cc2)cc1
1.6	i	CCc1ccccc1NC(=O)C1CCN(S(=O)(=O)c2ccc3c(c2)N(C(C)=O)CCO3)CC1
0.29	i	COCCNC(=O)c1onc(CSc2cccc(C)c2)c1C(=O)O
-0.36	i	Cc1cc(NS(=O)(=O)c2ccc(Nc3nc(-c4ccc(O)cc4)cs3)cc2)no1
0.33	i	c1cnc2ccc(C(c3nnnn3C3CCCC3)N3CCN(c4nc5ccccc5s4)CC3)cc2c1 (stereo not given)
-3.1	i	CCOC(=O)C(C(=O)OCC)C(C)(C)/C(C)=N\Nc1ccc([N+](=O)[O-])cc1[N+](=O)[O-]
-0.01	i	COc1ccc(NC(=O)CN2C(=O)C(C)SC(C)C2=O)cc1 (stereo not given)
0.3	i	COC(=O)C1=C(C)NC(=O)NC1c1cc(Cl)ccc1OC (stereo not given)
0.68	i	COCCn1c(-c2ccccc2Cl)nc2c(c(=O)c3ccccc3n2C)c1=O
-1.1	i	Cc1cccc(CC2CC(=O)N(c3ncccn3)C2=O)c1 (stereo not given)
0.11	i	Cc1ccc(Cn2cccc2/C=N/NC(=S)Nc2ccc(C)cc2)cc1
1.5	i	CC1Oc2ccccc2N(CC(=O)Nc2ccccc2F)C1=O (stereo not given)
-0.01	i	O=C(CCC1CCCN(C(=O)c2cccnc2)C1)NCc1ccccc1F (stereo not given)
1.2	i	C=CCn1c(=O)/c(=C\c2ccccn2)s/c1=C(/C#N)C(=O)NCC1CCCO1 (stereo not given)
-0.23	i	CCn1c(C(=O)N2CCc3ccccc3C2)cc2sccc21
0.08	i	CCCNC(=O)NC(=O)COC(=O)CC(NC(N)=O)c1ccc(Cl)cc1 (stereo not given)
0.26	i	CCC(=O)Nc1ccc(Br)c(Cl)c1
0.52	i	O=c1cc(CSc2ccccc2)[nH]c2ccccc12
-1.3	i	Cc1ccccc1CSc1nnc(-c2cccs2)n1Cc1ccco1
-0.5	i	NS(=O)(=O)c1ccc(N=Nc2c(O)[nH]c3ccc(Br)cc23)cc1

Continued.
Kir21 block	CHT block	molecule
1.3	i	Cc1cccc(-n2cnc3sc(C)c(C)c3c2=O)c1
-0.49	i	Clc1ccc(N/N=C/c2cccnc2)cc1
1.2	i	O=C(COc1ccccc1Cl)NCCCNC(=O)c1ccco1
0.34	i	CCOCC(=O)N1CCC(Cc2ccccc2)CC1
-0.1	i	CCc1nnc(NC(=O)CSc2nnc(-c3cc4ccccc4cc3O)n2CC)s1
-4.5	i	O=C(CSc1n[nH]c(-c2cccs2)n1)N1CCN(S(=O)(=O)c2ccccc2)CC1
-1.1	i	COc1cccc(/C=C(/C(=O)OCC(=O)NC2CCCCCCC2)c2ccccc2)c1
0.39	i	CCOC(=O)c1sc(NC(=O)CSc2nnnn2-c2ccc(C)cc2C)nc1C
-1	i	O=C(Nc1cnn(Cc2ccccc2)c1)c1nc2ncccn2n1
-0.18	.	COC(=O)C1=C(C)NC2=C(C(=O)CCC2)C1c1cccs1 (stereo not given)
-1.1	i	COc1ccc2cc(C#N)c(SCC(=O)NNC(=O)Cc3ccccc3)nc2c1
0.01	i	CC1(C)Nc2ccccc2C(=O)N1NS(=O)(=O)c1ccccc1
-0.99	i	CCOc1ccccc1NC(=O)CCCN1C(=S)NC(C)(C)CC1C (stereo not given)
-0.18	i	COc1ccc(CC(=O)NNC(=S)Nc2ccc(Br)cc2)cc1
1	i	O=C(CS(=O)(=O)c1cn(CC(=O)N2CCCC2)c2ccccc12)Nc1ccccc1F
0.94	i	O=C(Nc1ccc(F)cc1)C1C(c2ccccc2)C1(Cl)Cl (stereo not given)
-1.1	i	CSc1n[nH]c2nc3c(c(=O)n12)C1(CCCC1)Cc1ccccc1-3
-0.21	i	COC(=O)CN1C(c2cccc(Cl)c2)=Nc2ccc(Cl)cc2C1c1ccccc1 (stereo not given)
0.01	i	CCOC(=O)C1CN(S(C)(=O)=O)c2cc(CC(=O)OC)ccc2O1 (stereo not given)
-0.8	i	O=C(/C=C/c1ccccc1Cl)NCc1cccs1
-0.12	i	CCOc1ccccc1CN1CCC(N2CCC(C(=O)NC3CC3)CC2)CC1
0.29	i	COc1ccccc1CNC(=O)CCC(=O)N1Cc2cccc(OC)c2Oc2ncccc21
2.4	i	CNC(=S)N/N=C/c1cc(Br)cc(Br)c1O
0.61	i	C=CCOn1c(=O)c(-c2ccccc2)[n+]([O-])c2ccccc21
0.07	i	Cc1cc(C)nc(Sc2nc(Cl)nc(N(c3ccccc3)c3ccccc3)n2)n1

Arranged by molecular weight (falling): 3 of the compounds above
Kir21 block	CHT block	molecule
0.07	i	Cc1cc(C)nc(Sc2nc(Cl)nc(N(c3ccccc3)c3ccccc3)n2)n1
-1	i	O=C(Nc1cnn(Cc2ccccc2)c1)c1nc2ncccn2n1
0.61	i	C=CCOn1c(=O)c(-c2ccccc2)[n+]([O-])c2ccccc21

Carrying on.
Kir21 block	CHT block	molecule
0.25	i	CCOC(=O)C1=C2SCCN2C(=O)C(C#N)C1(C)C (stereo not given)
-0.17	i	COC(=O)c1ccc(N2NC(=O)/C(=C/c3ccc(OC)c(OC)c3)C2=O)cc1
0.83	i	O=[N+]([O-])c1cc([N+](=O)[O-])c(Oc2cc(Cl)ccc2Cl)cc1NC1CCCCCCC1
0.73	i	CCC(=O)N1N=C(c2ccc(C)o2)CC1c1ccc(OC)cc1 (stereo not given)
-1.9	i	CC(C)Cc1ccc(C(=O)NCc2ccc3c(c2)OCO3)o1
-1.2	i	CCn1c(=O)cc(SCC(=O)NCCN2CCN(Cc3ccccc3)CC2)c2ccccc21
0.67	.	Cc1ccc(OCC(=O)N/N=C/c2ccc3c(c2)OCO3)cc1C
-1.4	i	N#Cc1ccc(OS(=O)(=O)c2ccc(-c3ccon3)s2)cc1
-3.3	i	CC(=O)Nc1ccc(S(=O)(=O)N2CC3(C)CC2CC(C)(C)C3)cc1 (stereo not given)
-0.01	i	COC(=O)c1cn(C(=O)c2ccc(OC)cc2)c2ccccc12
-1.4	i	COc1ccc(Cl)cc1NC(=O)CSc1nnc(-c2ccncc2)n1CC1CCCO1 (stereo not given)
0.49	i	COc1ccc(-n2nc(C(=O)NCC(=O)N3CCN(c4ccccn4)CC3)c3ccccc3c2=O)c(OC)c1
-0.04	i	CNC(=O)c1[nH]cnc1C(=O)N[C@@H](C)C(=O)OC(C)(C)C
0.49	i	COc1ccc(N(CN2C(=O)C3CCCCC3C2=O)C(=O)c2ccco2)cc1 (stereo not given)
-0.19	i	O=C(CSc1ccccc1)NCCCc1ccccc1
1.9	i	CCc1nn(CC(=O)O)c(=O)c2ccccc12
1.2	i	Cc1ccc(N(CC(=O)O)S(C)(=O)=O)cc1Cl
-0.12	i	CC(C)C(NS(=O)(=O)c1ccc2c(c1)Cc1cc(S(=O)(=O)NC(C(=O)O)C(C)C)ccc1-2)C(=O)O (stereo not given)
0.14	i	COc1ccc(/C(N)=N/OC(=O)Cc2ccccc2[N+](=O)[O-])cc1
0.41	i	COc1ccccc1NS(=O)(=O)c1cccc(C(=O)NCc2ccco2)c1
-1.5	i	Cn1c(NCC(O)c2ccccc2)nc2c1c(=O)n(Cc1ccc(Cl)cc1)c(=O)n2C (stereo not given)
0.21	i	CCC(NS(=O)(=O)c1cn(C)nc1C)c1ccccc1 (stereo not given)
1.9	i	CCCCCCCC(=O)NNC(=O)CCC(=O)O
1.1	i	COc1ccc(-n2c(-c3cccc(OC)c3)nc(=S)c3c2CCCC3)cc1
-0.04	i	CCN(c1cccc(C)c1)S(=O)(=O)c1nnc(NC(=O)c2ccco2)s1

Entries of single compounds as entered above.
`COc1ccc(N(CC(=O)N2CCc3ccccc3C2)S(=O)(=O)c2c(C)[nH]c(=O)[nH]c2=O)cc1` is listed with Kir21 block = -0.03; CHT block = i
`COCCn1c(-c2ccccc2Cl)nc2c(c(=O)c3ccccc3n2C)c1=O` is listed with Kir21 block = 0.68; CHT block = i

(continued)
Kir21 block	CHT block	molecule
-1.4	i	CCN(CC)CC#CC(C)(C)OC(C)=O
-1.9	i	CCC(c1nnnn1C1CCCC1)N1CCN(Cc2ccccc2)CC1 (stereo not given)
-0.57	i	O=S(=O)(c1ccc(F)cc1)N1CCN(CCc2ccccc2)CC1
0.17	i	CCOc1ccc(Br)cc1S(=O)(=O)N1CCCN(C)CC1
-0.45	i	CC(C)n1cc(C(N)=S)c(=O)n(Cc2ccccc2)c1=O
1.8	i	O=C(CNc1ccc(F)cc1)N/N=C/c1c(O)ccc2ccccc12
-2.1	i	COc1cccc(C(=O)NCCS(=O)(=O)N(C)Cc2ccccc2)c1
-1.7	i	Cn1ncc(C#N)c1NC(=O)C1CC(c2ccc(Cl)c(Cl)c2)=NO1 (stereo not given)
1.6	i	N/C(=N\OC(=O)CCCOc1ccccc1)c1ccccn1
-0.67	i	CCCCCCCCc1nnc(N)s1
-0.22	i	COc1cc(C(=O)NC2CCCCCCC2)cc(OC)c1OC
-0.33	i	O=C(COC(=O)COc1ccc(Br)cc1)Nc1cccnc1Cl
-0.75	i	Cc1c(C)c2c(OCC(=O)NCc3ccncc3)cc3c(c2oc1=O)CCC(C)(C)O3
-1.4	i	Cc1cccc(N2CC(C(=O)Nc3ccc4c(c3)OCO4)CC2=O)c1C (stereo not given)
1.8	i	COc1ccc(Nc2oc(-c3ccccc3Cl)nc2C#N)cc1
0.09	i	O=C(NCc1ccccn1)c1coc(=O)c(Br)c1
0.31	i	COc1cccc(C(=O)OCCN(C)C(C)(C)C)c1
.	i	COc1ccc2c(CC(=O)OCC(=O)c3ccc(F)cc3)coc2c1
-1.4	i	CCOC(=O)c1ccc(NC(=O)c2cccc3c2C(=O)N(CC2CCCO2)C3)cc1 (stereo not given)

Single entries from the results shown.
Under Kir21 block, COc1cccc(C(=O)OCCN(C)C(C)(C)C)c1 is listed with 0.31
Under Kir21 block, CCN(CC)CC#CC(C)(C)OC(C)=O is listed with -1.4

Fetched one by one from the entries so far, 2 records:
Kir21 block	CHT block	molecule
1.8	i	COc1ccc(Nc2oc(-c3ccccc3Cl)nc2C#N)cc1
1.6	i	N/C(=N\OC(=O)CCCOc1ccccc1)c1ccccn1
